Screens: PubChem BioAssay, National Center for Advancing Translational Sciences (NCATS)
Nrf2 inh – Nrf2 qHTS screen for inhibitors | A549 ARE-Fluc reporter, luciferase luminescence, 18-24 h | Potency, µM (titrated, usually from 46 µM), without a hit: at the highest dose activity change, negative = inhibition, most hits filed as inhibitors | 2.1% of 360,000 active; further: on the % scale 0 is the no-effect control and ±100 the full control effect; nearly all actives have a fitted effect of over 60% in size
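In this cell-based qHTS, ARE-driven firefly luciferase in A549 cells reports Nrf2 activity; the luminescent signal after BugLite lysis is the measured value, with a prior CellTiter-Fluor read for cell health.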
TGFb SMAD3 inh – qHTS for Inhibitors of TGF-b. HepG2 CAGA-GFP TGF-b/SMAD3 reporter, GFP fluorescence, 18 h; TGF-beta stimulated, 500 pg/mL final. Potency, µM (doses to about 46.1 µM), without a hit: top-dose activity, negative = inhibition, actives largely listed as inhibitors. 1.2% of 410,000 active; further: on the % scale 0 is the no-effect control and ±100 the full control effect; nearly all actives have a fitted effect of over 65% in size
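HEPG2 CAGA-GFP reporter cells (1000/well, DMEM with 1% FBS) received compounds, then recombinant TGF-beta at 500 pg/mL final for 18 hours at 37 degrees C. Per-cell GFP summed per well was normalised to unstimulated and stimulated DMSO controls before curve fitting.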
A549 viability – Nrf2 qHTS screen for inhibitors: counterscreen for cytotoxicity; A549 ARE-Fluc cells, CellTiter-Fluor viability, 18-24 h; Potency, µM (series often up to 46 µM), without a hit: at the highest dose activity change, negative = cytotoxicity, hits mostly inhibitors; 0.16% of 390,000 active; AID 504648, 2011; further: on the % scale 0 is the no-effect control and ±100 the full control effect
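A549 ARE_Fluc cells in 5% FBS OPTI-MEM were exposed to compounds in concentration-response for 18-24 h at 37 deg C. Viability was read by CellTiter-Fluor fluorescence (Ex 405/Em 525) after 30 min, before the luciferase read.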
Nrf2 activator – qHTS of Nrf2 Activators; AREc32 ARE-luciferase reporter (MCF7-derived line), luminescence, 24 h; Potency, µM (series often up to 46.1 µM), for the others: top-dose activation, actives largely listed as activators; 0.31% of 410,000 active; further: % of control where 0% means no effect; nearly all actives have a fitted effect of over 65% in size
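Cells of the AREc32 ARE-luciferase line are plated in OPTI-MEM containing 5% FBS and left overnight at 37 deg C. Compounds are pinned in, incubation continues 24 hr, and firefly luciferase signal is then measured.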
ATXN2 expr inh – Primary qHTS for Inhibitors of ATXN expression; Potency, µM (titrated, usually from 57 µM), for inactives: at the top dose activity change, negative = inhibition, hits mostly inhibitors; 0.72% of 360,000 active; HEK-293 ATXN2-luciferase reporter, luminescence, 24 h; further: on the % scale 0 is the no-effect control and ±100 the full control effect; nearly all actives have a fitted effect of over 55% in size
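ATXN2-luciferase reporter cells (luciferase flanked by upstream and downstream ATXN2 gene portions) were treated 24 h at 37 °C with compounds at up to 57 uM. SteadyGlo luminescence gave expression; GF-AFC fluorescence gave viability.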
HepG2 tox – qHTS for Inhibitors of TGF-b: Cytotox Counterscreen. Potency, µM (titrated, usually from 46.1 µM), without a hit: at the top dose activity change, negative = cytotoxicity, usual class: cytotoxic. 0.76% of 410,000 active. AID 588856, 2011. HepG2 CAGA-GFP viability, ATP luminescence, 18 h; further: some results filed as inactive show a strong effect at the top dose
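CellTiter-Glo luminescence gave cytotoxicity after 18 hours at 37 degrees C. The cells were HepG2 CAGA-GFP in 1% FBS DMEM, stimulated with 500 pg/mL TGF-beta after compound addition. %Activity was normalised to no-cell wells (complete cell-killing) and DMSO (no toxicity), and curves were fitted and classified.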
S2 tox – Viability Counterscreen for Primary qHTS for Inhibitors of ATXN expression; S2 cells (HEK-293 line with an ATXN2-luciferase reporter) viability, CellTiter-Fluor protease fluorescence, 24 h; Potency, µM (series often up to 56.7 µM), usual class: cytotoxic; 0.49% of 400,000 active; further: nearly all actives have a fitted effect of over 40% in size
MCF10A rerep – A quantitative high throughput screen for small molecules that induce DNA re-replication in MCF 10a normal breast cells; MCF 10A DNA re-replication, Hoechst nuclear intensity, 48 h; Potency, µM (top dose mostly 46.1 µM), inactives show top-dose activity, positive = re-replication, hits mostly activators; 2.9% of 350,000 active; AID 624296, 2012; further: % of control where 0% means no effect; nearly all actives have a fitted effect of over 50% in size
EPAC2 antag – qHTS for Antagonist of cAMP-regulated guanine nucleotide exchange factor 2 (EPAC2): primary screen; Rap guanine nucleotide exchange factor 4 (Homo sapiens), Q8WZA2; EPAC2 GEF exchange of Rap1B-BODIPY-GDP, fluorescence; Potency, µM (series often up to 114 µM), for inactives: at the highest dose activity, negative = inhibition, hits mostly inhibitors; 0.18% of 360,000 active; AID 720708, 2013; further: on the % scale 0 is the no-effect control and ±100 the full control effect; nearly all actives have a fitted effect of over 45% in size; many of its hits are not listed in these tables
Target sequence (Q8WZA2 whole entry, looked up): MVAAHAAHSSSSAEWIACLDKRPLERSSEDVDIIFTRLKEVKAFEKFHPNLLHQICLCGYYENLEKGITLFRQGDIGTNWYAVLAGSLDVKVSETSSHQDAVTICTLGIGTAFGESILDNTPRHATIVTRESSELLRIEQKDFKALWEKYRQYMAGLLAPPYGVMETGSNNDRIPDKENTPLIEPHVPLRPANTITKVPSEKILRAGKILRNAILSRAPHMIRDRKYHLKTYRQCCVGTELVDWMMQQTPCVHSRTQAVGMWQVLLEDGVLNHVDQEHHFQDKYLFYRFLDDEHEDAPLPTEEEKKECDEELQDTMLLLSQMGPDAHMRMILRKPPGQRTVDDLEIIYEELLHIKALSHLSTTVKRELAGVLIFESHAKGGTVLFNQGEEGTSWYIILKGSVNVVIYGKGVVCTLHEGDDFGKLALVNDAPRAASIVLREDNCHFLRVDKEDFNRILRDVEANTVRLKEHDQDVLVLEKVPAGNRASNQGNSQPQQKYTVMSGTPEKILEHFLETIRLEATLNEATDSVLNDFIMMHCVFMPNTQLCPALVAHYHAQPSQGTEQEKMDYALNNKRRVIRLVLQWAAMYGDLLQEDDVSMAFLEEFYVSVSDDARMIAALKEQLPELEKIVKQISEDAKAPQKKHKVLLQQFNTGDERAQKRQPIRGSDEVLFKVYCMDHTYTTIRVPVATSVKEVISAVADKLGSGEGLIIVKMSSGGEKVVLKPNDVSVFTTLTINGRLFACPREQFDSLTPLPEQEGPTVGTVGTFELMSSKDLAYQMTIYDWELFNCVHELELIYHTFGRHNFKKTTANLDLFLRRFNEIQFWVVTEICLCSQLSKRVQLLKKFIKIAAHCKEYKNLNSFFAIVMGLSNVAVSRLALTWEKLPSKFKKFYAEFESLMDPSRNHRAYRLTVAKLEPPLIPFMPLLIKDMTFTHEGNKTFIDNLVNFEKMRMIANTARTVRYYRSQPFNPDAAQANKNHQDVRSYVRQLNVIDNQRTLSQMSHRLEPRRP
Starred values were filed as active, the others as inactive; i = inactive; ? = inconclusive; · = no result given; [ ] = dose if it differs, or a comment. The call rests on the fitted dose curve; in most records, active means well fitted curve in the direction sought with a large enough effect; inconclusive means small, poorly fitted or top-dose-only effect, or another doubt; inactive means no such curve, though single readings can be large; an effect the other way counts as inactive or inconclusive. Potency means the concentration at half of the fitted maximal effect.

No.	structure	Nrf2 inh	TGFb SMAD3 inh	A549 viability	Nrf2 activator	ATXN2 expr inh	HepG2 tox	S2 tox	MCF10A rerep	EPAC2 antag
1	COc1cn(-c2ccccc2)nc1C(=O)NCc1ccccc1	-3%	-1%	3%	0.4%	3%	2%	i	-2%	-15%
2	CCN(CC(=O)Nc1ccc(OC)cc1)C(=O)c1cc(S(=O)(=O)N2CCOCC2)ccc1N1CCCC1	?	-3%	3%	-0.9%	2%	-15%	i	-2%	3%
3	N#C/C(=C\c1c(N2CCC(C(N)=O)CC2)nc2ccccn2c1=O)S(=O)(=O)c1ccc(Cl)cc1	-23%	-16%	-3%	0.2%	-15%	19%	i	7%	?
4	COC(=O)c1ccc2nc(-c3ccccc3)c(Cc3ccc(C)cc3)n2c1	·	·	·	7.6%	40%[activator]	·	i	·	?
5	Cc1nc2ccccn2c1C(=O)N/N=C/c1ccc([N+](=O)[O-])o1	-2%	-20%	-19%	?	·	-18%	?	?	0%
6	CC(C)NS(=O)(=O)c1ccc(OCC(=O)NCc2ccccc2)cc1	-3%	4%	-3%	-0.2%	-4%	4%	i	-2%	-14%
7	Cc1ccccc1CC1(CO)CCCN(Cc2c(C)nn(C)c2Cl)C1 (stereo not drawn)	1%	-3%	1%	1.9%	-25%	-7%	i	-2%	-11%
8	Cc1cc(C)n(-c2cc(N3CCN(S(=O)(=O)c4ccc(Br)cc4)CC3)ccc2[N+](=O)[O-])n1	-10%	2%	-13%	-0.3%	5%	10%	i	11%	-3%
9	Cc1ccc(NC(=O)NCCc2c(C)nn(C)c2C)c(Cl)c1	·	1%	1%	0.6%	-5%	5%	i	·	·
10	CCc1c(C)c(C#N)c2nc3ccccc3n2c1-n1nc(C)cc1C	0%	8%	0%	0.3%	0%	-6%	i	2%	?
11	CCCn1cnc2sc(C(N)=O)c(C)c2c1=O	-13%	-2%	-3%	-0.4%	-2%	5%	i	-2%	7%
12	CC(=O)C1=C(O)C(=O)N(C)C1c1ccccc1F (stereo not drawn)	-1%	-6%	-6%	2.4%	4%	5%	i	-2%	4%
13	COc1ccc(C2C(C(=O)N3CCCC3)c3cc(OC)c(OC)cc3C(=O)N2C)cc1 (stereo not drawn)	14%	-5%	1%	-0.2%	-2%	-13%	i	2%	-4%
14	Fc1ccc(-c2cn(-c3ccccc3)c3[n+]2CCS3)cc1	-24%	-5%	3%	-0.2%	-15%	-21%	i	4%	-1%
15	O=C(NC1CCCC1)c1ccc2c(c1)N(Cc1ccc(C(F)(F)F)cc1)C(=O)c1ccccc1S2	-10%	?	3%	-0.7%	-8%	-24%	i	·	·
16	COc1ccc(NC(=O)COC(=O)CO/N=C(\C)c2ccc3c(c2)OCO3)cc1S(N)(=O)=O	2%	-5%	0%	0.0%	2%	1%	i	-7%	2%
17	COc1ccc(-c2cc(NC=O)c3ncc(-c4cccc(OC)c4)n3c2)cc1	·	?	·	17%	?	3%	i	·	-12%
18	NC1=NC(=O)/C(=C/c2cccc(F)c2)S1	-3%	-3%	1%	5.5%	2%	-9%	i	0%	23%
19	O=C(CCl)Nc1cccc(Oc2ccccc2)c1	11%	8.9µM*	0%	-2.6%	9.5µM*	-92%	·	?	-13%
20	Cc1cccc(NC(c2nnc(-c3ccccc3)o2)c2ccc(F)cc2Cl)c1C (stereo not drawn)	-21%	-21%	8%	7.9%	7%	-28%	i	·	·
21	COc1ccc(C(=O)NNC(=O)c2snnc2C)cc1	1%	12%	-4%	-0.5%	-5%	19%	i	-7%	0%
22	COc1ccc(N2CCN(C(=O)COC(=O)c3oc4ccccc4c3C)CC2)cc1	-10%	-5%	1%	-0.8%	-21%	-2%	i	2%	4%
23	CC(C)N1CCN(c2ccc(S(=O)(=O)N3CCOCC3)cn2)CC1	-15%	-7%	10%	0.1%	-1%	-3%	i	8%	1%
24	Cc1ccc(CNC(=O)CSc2nc(C)cs2)cc1	?	5%	1%	0.2%	·	29%	i	6%	-7%
25	CCOC(=O)C1CCN(c2cc(=O)n(Cc3ccc(F)cc3)c(=O)[nH]2)CC1	7%	0%	11%	-0.4%	11%	18%	i	4%	6%
26	COc1ccc(COC(=O)C2=C(C)NC(=O)NC2c2ccccc2F)cc1 (stereo not drawn)	?	0%	-7%	12%	-1%	-19%	i	-1%	-13%
27	O=C(Nc1nnc(SCc2ccc(F)cc2)s1)C1CC(=O)N(c2ccc3c(c2)OCCO3)C1 (stereo not drawn)	-17%	-2%	-14%	0.3%	-11%	-20%	i	?	-5%
28	Cc1ccc(N2C(=O)CC(Sc3ncn[nH]3)C2=O)cc1C (stereo not drawn)	-9%	-1%	-11%	0.5%	-7%	-3%	i	15%	3%
29	N#Cc1cccc(NC(=O)c2cc(C3CCCCN3C(=O)c3cccs3)on2)c1 (stereo not drawn)	·	4%	·	2.9%	-3%	-8%	i	·	-9%
30	O=C(Nc1nnc(-c2cccs2)o1)C1CC1	-1%	-4%	0%	10%	8%	-4%	i	1%	-6%
31	Cc1onc(-c2ccc(Cl)cc2Cl)c1-c1csc(N/N=C/c2ccccc2Cl)n1	?	5%	2%	-0.5%	-37%	-43%	i	?	3%
32	CCCCn1nnnc1C(c1cc2ccccc2o1)N1CCN(c2ccncc2)CC1 (stereo not drawn)	·	·	·	7.2%	-35%	·	?	·	-25%
33	Cc1cc(C)c(S(=O)(=O)n2cnc3ccccc32)c(C)c1	2%	2%	-7%	-1.0%	1%	14%	i	18%	12%
34	Cc1c(Cl)cccc1NC(=O)Cc1ccc([N+](=O)[O-])cc1	3%	-4%	6%	0.1%	-11%	3%	i	0%	1%
35	CNC(=O)c1cc2cc(Cc3ccccc3Cl)ccc2oc1=O	3%	-11%	-5%	0.0%	17%	-6%	i	6%	8%
36	COC(=O)c1c(-c2ccc(SC)cc2)sc2ccccc12	?	-26%	8%	0.9%	56%[activator]	-24%	i	?	-17%
37	Cc1scc(C(=O)N/N=C/c2ccc(OC(C)C)cc2)c1C	3%	7%	0%	3.4%	38%[activator]	-15%	i	16%	-9%
38	O=C(CCS(=O)(=O)c1cccc2nsnc12)NC1CCCCCC1	7%	?	4%	0.0%	19%	-19%	i	5%	1%
39	Cc1nn(-c2ccc(N3CCCC3)nn2)c(C)c1CCC(=O)NCc1ccccc1F	11%	-10%	16%	0.1%	·	-25%	·	·	·
40	COc1cc(C2C(=O)N(C3CCCCCC3)CC(=O)N2CCc2ccccc2)ccc1OC(C)C (stereo not drawn)	·	-11%	3%	-1.0%	·	-6%	·	·	·
41	Cc1cccc(NS(=O)(=O)c2nnc(NC(=O)CC(C)C)s2)c1	-20%	-6%	1%	-0.1%	·	3%	?	-5%	-1%
42	O=C(NCc1ccccc1)c1cc(C2COCCN2C(=O)c2ccc3c(c2)CCO3)on1 (stereo not drawn)	·	1%	·	-0.8%	9%	-8%	i	·	-28%
43	c1ccc2c(c1)N1CCCN=C1N2CCN1CCCCC1	-2%	20%	-12%	-0.6%	2%	-21%	i	17%	6%
44	CC(C)CNc1cc(N2CCCC2)ccc1[N+](=O)[O-]	3%	0%	-17%	0.8%	0%	-16%	i	2%	1%
45	COc1ccc(NC(=S)N2CCC(NC(=O)c3ccc(OC)cc3)CC2)cc1	-30%	14%	-14%	0.6%	-29%	3%	?	?	2%

3 of the entries above in order of their number in Nrf2 activator, low to high:
cpd | compound | Nrf2 inh | Nrf2 activator | EPAC2 antag
43 | c1ccc2c(c1)N1CCCN=C1N2CCN1CCCCC1 | -2% | -0.6% | 6%
38 | O=C(CCS(=O)(=O)c1cccc2nsnc12)NC1CCCCCC1 | 7% | 0.0% | 1%
37 | Cc1scc(C(=O)N/N=C/c2ccc(OC(C)C)cc2)c1C | 3% | 3.4% | -9%

New compounds follow.
No.	structure	Nrf2 inh	TGFb SMAD3 inh	A549 viability	Nrf2 activator	ATXN2 expr inh	HepG2 tox	S2 tox	MCF10A rerep	EPAC2 antag
46	Cc1cccc(-c2nc(=S)c3c(o2)CCCC3)c1	·	2%	15%	?	0%	-4%	i	-1%	-6%
47	CCCN(Cc1nnc(-c2ccccc2Cl)o1)C(=O)c1cc(S(=O)(=O)N2CCOCC2)ccc1F	-5%	-1%	-8%	3.3%	-1%	-2%	?	10%	0%
48	CC1(/[N+]([O-])=C/c2ccc(Cl)cc2Cl)CCCCC1=O (stereo not drawn)	4%	-10%	15%	0.3%	15%	12%	i	11%	-7%
49	CCOc1ccc2nc(NC(=O)CSc3nc(-c4ccccc4)c(C#N)c(=O)[nH]3)sc2c1	?	6%	-4%	2.6%	16%[11.3 µM]	1%	?	?	?
50	O=C(CN1C(=O)COc2ccc(S(=O)(=O)N3CCCC3)cc21)N1CCN(c2ccc(Cl)cc2)CC1	?	?	-1%	2.6%	-10%	-41%	?	·	·
51	NC(=O)c1ccc(NC(=O)CSC2=Nc3ccccc3C3CC=NN23)cc1 (stereo not drawn)	4%	-11%	-5%	10%	0%	-15%	?	9%	9%
52	COc1ccc(NC(=O)c2cncn2-c2ccccc2)cc1	3%	2%	-4%	-0.3%	3%	5%	i	-14%	1%
53	CCCNC(=O)NCCc1ccncc1	7%	2%	-2%	-0.4%	-30%	-1%	i	-2%	8%
54	N#CC(=C1C=C(Br)C(=NO)C=C1Cl)c1ccc(Cl)cc1	·	-26%	·	?	·	-24%	?	·	-3%
55	CCN(CC)C(=O)N1CCn2c(nc3ccccc32)C1	27%	5%	1%	0.4%	5%	-2%	i	-3%	16%
56	CCOc1ccc(NC(=O)c2c(NC(=O)Cc3ccccc3)sc3c2CCCCC3)cc1	-17%	-11%	-1%	-0.3%	·	0%	·	·	·
57	CN1CCN(C(=O)c2cccc(-c3cccc4nccn34)c2)CC1	·	-10%	·	2.6%	1%	-7%	i	·	13%

These rows are one share of the data; the hit share may differ from the screen's.
